CHRM5 agonist: CHRM5 agonism in calcium assay | activation, % at 3 µM | P08912 | 360,000 compounds, 0.19% hits | CHO-K1 hM5 cells, Fluo-8 calcium fluorescence; 0% DMSO wells, 100% maximal acetylcholine response | AID 624037;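 active = activation above the run's mean over test compounds plus 3 SD, cut at about 23% in these data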;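 note: signal is peak over basal fluorescence ratio across the kinetic read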
CHRM1 agonist: agonists of human M1 muscarinic receptor | P11229 | CHO-K1 hM1, Fluo-8 calcium fluorescence, agonist mode; 0% DMSO, 100% acetylcholine EC100 | activation, % at 3 µM | 360,000 compounds, 0.33% hits;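 active = activation above the run's mean compound activation plus 3 SD, cut at about 16% in these data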;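 note: peak over basal fluorescence ratio within a 140 s kinetic read after compound addition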
Target sequence (P11229 whole entry, looked up): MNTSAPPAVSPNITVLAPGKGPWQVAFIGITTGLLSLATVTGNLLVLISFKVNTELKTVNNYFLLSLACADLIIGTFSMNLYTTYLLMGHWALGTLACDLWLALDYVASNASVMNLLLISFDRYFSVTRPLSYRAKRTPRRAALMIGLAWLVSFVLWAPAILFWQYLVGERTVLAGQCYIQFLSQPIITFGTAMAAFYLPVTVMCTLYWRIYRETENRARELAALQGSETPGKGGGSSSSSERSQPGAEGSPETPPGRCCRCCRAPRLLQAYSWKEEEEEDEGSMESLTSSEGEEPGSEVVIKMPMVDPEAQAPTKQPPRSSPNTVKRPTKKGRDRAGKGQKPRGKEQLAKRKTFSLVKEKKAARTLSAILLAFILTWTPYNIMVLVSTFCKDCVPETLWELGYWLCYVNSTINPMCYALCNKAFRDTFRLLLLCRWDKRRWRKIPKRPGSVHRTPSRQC
M1 PAM: potentiates human M1 receptor response to acetylcholine | P11229 | CHO-K1 hM1, Fluo-8 calcium fluorescence, ACh EC20; 0% = ACh EC20, 100% = maximal ACh | activation, % at 3 µM | 360,000 compounds, 0.088% hits | AID 588819; in the data active = activation above about 19%, passing the limit was not always enough
M5 antag: antagonists of human muscarinic M5 receptor (CHRM5) | AID 624040 | 360,000 compounds, 0.59% hits | CHO-hM5 cells, Fluo-8 calcium fluorescence, ACh EC80 | inhibition, % at 3 µM;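 active = inhibition above a per-plate cutoff, the mean of that plate's test compounds plus 3 SD, cut at about 27% in these data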;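 note: 0% = acetylcholine EC80 with DMSO and 100% = DMSO without agonist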
TAAR1 agonist: agonists of human TAAR1 | AID 624467 | 360,000 compounds, 0.99% hits | activation, % at 3 µM | CHO RD-HGA16 TAAR1, Fluo-8 calcium fluorescence; vehicle wells 0%, saturating PEA agonist 100% | Q96RJ0;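 active = activation above the mean activation of all test compounds in the run plus 3 SD, cut at about 38% in these data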
Target sequence (Q96RJ0 whole entry, looked up): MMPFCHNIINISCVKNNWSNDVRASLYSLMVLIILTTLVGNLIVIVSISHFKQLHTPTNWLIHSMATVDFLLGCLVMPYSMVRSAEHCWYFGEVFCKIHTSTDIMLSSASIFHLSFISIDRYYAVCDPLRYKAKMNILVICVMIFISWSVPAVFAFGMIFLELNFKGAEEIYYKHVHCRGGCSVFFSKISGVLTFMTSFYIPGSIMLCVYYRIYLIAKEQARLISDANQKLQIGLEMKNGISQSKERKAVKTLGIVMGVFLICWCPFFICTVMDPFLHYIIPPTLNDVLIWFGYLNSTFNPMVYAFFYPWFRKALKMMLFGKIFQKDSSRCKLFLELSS
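Signal – calcium-sensitive Fluo-8 signal, excitation 470-495, emission 515-575 nm · System – RD-HGA16 (CHO) cells co-expressing Gα16 and hTAAR1 · Incubation – 17-24 h seeding, 75 min 37 °C dye, 30 min RT · Compound dosing – 3 µM single concentration · Repeats – no replicates (n 1)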
M4 antag: antagonists of human muscarinic M4 receptor (CHRM4); P08173; CHO-hM4 cells, ACh EC80, Fluo-8 calcium fluorescence; inhibition, % at 3 µM; 360,000 compounds, 0.73% hits; AID 624125;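 active = inhibition above its plate's cutoff, the mean inhibition of sample wells plus 3 SD, cut at about 27% in these data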;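 note: 0% = acetylcholine EC80 with DMSO and 100% = DMSO without agonist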
CHRM5 PAM: positive allosteric modulators of human muscarinic M5 receptor; CHO-K1 hM5, Fluo-8 calcium, ACh EC20 PAM; 0% = ACh EC20, 100% = ACh EC100; activation, % at 3 µM; 360,000 compounds, 0.3% hits; AID 624038;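 active = activation above the run cutoff, the mean activation of all test compounds plus 3 SD, cut at about 18% in these data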
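Test system: CHO-K1 hM5 cells / Doses: single-point, 3 µM nominal / Times: Post-acetylcholine fluorescence recording 140 s / Technique: Fluo-8 calcium fluorescence / Measure: Max/basal fluorescence ratio as % of EC20–EC100 ACh window / Benchmarks: low control EC20 acetylcholine (0%), high control EC100 acetylcholine (100%) / Replicates: one well per compound, no replicates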
M4 ag: agonists of human muscarinic M4 receptor (CHRM4); P08173; CHO-K1 hM4/Gqi5, Fluo-8 calcium fluorescence; vehicle 0%, full acetylcholine response 100%; activation, % at 3 µM; 360,000 compounds, 0.14% hits; AID 624127;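 active = activation above the run mean over all test wells plus 3 SD, cut at about 32% in these data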;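 note: peak over basal fluorescence ratio per well then scaled between controls; 0% = DMSO wells and 100% = acetylcholine at EC100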
CHRM1 antagonist: blocks human M1 muscarinic receptor; inhibition, % at 3 µM; CHO-K1 hM1, Fluo-8 calcium fluorescence, ACh EC80 antagonist; AID 588852; P11229; 360,000 compounds, 1.3% hits;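 active = percent inhibition above its own plate's cutoff, namely the mean of that plate's compound wells plus 3 SD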;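 note: peak over basal fluorescence ratio during 140 s after agonist addition; 0% = ACh EC80 plus DMSO and 100% = DMSO alone without agonist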
Numbers without * were called inactive; / = no result given. These rows are one share of the data (hit frequency here may not be typical).

cpd | Structure | CHRM5 agonist | CHRM1 agonist | M1 PAM | M5 antag | TAAR1 agonist | M4 antag | CHRM5 PAM | M4 ag | CHRM1 antagonist
1 | Cc1[nH]c2ccccc2c1/C=N/NC(=O)CNC(=O)COc1ccccc1 | 1 | -2 | 2 | -3 | 4 | -3 | -2 | 3 | -1
2 | O=C(Oc1cccc(C(=S)N2CCCCC2)c1)c1ccccc1 | 0 | -4 | 4 | 3 | 2 | -7 | 0 | -1 | 3
3 | Fc1ccccc1-c1nc(-c2ccncc2)no1 | -7 | -2 | 12 | 4 | 7 | -18 | -5 | 1 | -17
4 | CC(C)(C)OC(=O)C[C@H]1C/C=C\C[C@@H](CC(=O)N(CCO)Cc2ccccc2)C(=O)N[C@H](C(C)(C)C)COC1=O | 1 | -1 | 4 | 3 | 3 | -4 | -4 | 2 | 10
5 | CC(=O)N1c2ccc(S(=O)(=O)NCCC(=O)NCCc3ccc(Cl)cc3)cc2CC1C (stereo not drawn) | -3 | 0 | -15 | 3 | 4 | 2 | -10 | 10 | 27
6 | COc1ccc(S(=O)(=O)N(C)CC(=O)NCc2ccccc2)cc1OC | -5 | -1 | 17 | -1 | -4 | 1 | 3 | 0 | -24
7 | COC(=O)c1ccccc1NC(=O)Oc1ccc(C(C)C)cc1 | -1 | -3 | -1 | -4 | / | -4 | 0 | 0 | 5
8 | O=C(COC(=O)c1cc(=O)[nH]c2ccccc12)NCc1cccs1 | -1 | -3 | -1 | 9 | 1 | 3 | -4 | 2 | -2
9 | COC(=O)c1ccccc1NC(=O)COc1ccccc1[N+](=O)[O-] | -1 | -6 | -1 | 9 | 12 | 5 | -6 | 5 | 0
10 | O=C(Nc1cccc(C(F)(F)F)c1)c1c(O)c2ccccc2[nH]c1=O | 1 | -2 | 11 | 0 | / | -2 | 7 | 0 | -12
11 | CCCn1c(C)nc2c(c1=O)c1nc3ccccc3nc1n2CCC1=CCCCC1 | -5 | -5 | -3 | 0 | 2 | 4 | -8 | 5 | 1
12 | O=C(c1cc2nc(-c3ccco3)cc(C(F)(F)F)n2n1)N1CCN(c2ccccn2)CC1 | 3 | 1 | -7 | 4 | 24 | 13 | -11 | 16 | 23
13 | CCOC(=O)N1CCC(NC(=O)C2=CCN(S(=O)(=O)c3ccccc3)CC2)CC1 | -3 | -1 | 4 | 5 | 3 | -1 | 0 | 4 | -3
14 | CN(C)C(=O)c1ccc(N/C=C(\C=O)c2nc3ccccc3o2)cc1 | -2 | -2 | -7 | 2 | 1 | 3 | -5 | 0 | 6
15 | Clc1ccc(-n2cnnn2)cc1 | 2 | -2 | 5 | -7 | 5 | -3 | 1 | -1 | -2
16 | COc1cccc(CNC(=O)c2ccc(CS(=O)c3ccccc3)o2)c1 (stereo not drawn) | -3 | 0 | 2 | 4 | 2 | 7 | -7 | 2 | 0
17 | S=C1NCN(Cc2cccnc2)CN1c1cccc(Cl)c1 | -3 | -1 | 2 | 14 | 1 | -5 | -12 | 17 | -1
18 | COCCNc1ncnc2nc[nH]c12 | -2 | -2 | 4 | 11 | 3 | 12 | -5 | 1 | -6
19 | O=C(CCC(=O)Nc1ccccc1)NNS(=O)(=O)c1ccc(Cl)cc1 | -4 | 1 | 9 | -4 | 3 | -3 | 6 | -1 | -12
20 | O=C(CCN1CCCCC1)NCNC(=O)CCN1CCCCC1 | -8 | -2 | 1 | 5 | 17 | 0 | 0 | 0 | 7

Record cards, as listed above. Values in the order: CHRM5 agonist	CHRM1 agonist	M1 PAM	M5 antag	TAAR1 agonist	M4 antag	CHRM5 PAM	M4 ag	CHRM1 antagonist
COC(=O)c1ccccc1NC(=O)COc1ccccc1[N+](=O)[O-] reads -1	-6	-1	9	12	5	-6	5	0
CC(C)(C)OC(=O)C[C@H]1C/C=C\C[C@@H](CC(=O)N(CCO)Cc2ccccc2)C(=O)N[C@H](C(C)(C)C)COC1=O reads 1	-1	4	3	3	-4	-4	2	10
O=C(CCC(=O)Nc1ccccc1)NNS(=O)(=O)c1ccc(Cl)cc1 reads -4	1	9	-4	3	-3	6	-1	-12
O=C(CCN1CCCCC1)NCNC(=O)CCN1CCCCC1 reads -8	-2	1	5	17	0	0	0	7

Next section:
cpd | Structure | CHRM5 agonist | CHRM1 agonist | M1 PAM | M5 antag | TAAR1 agonist | M4 antag | CHRM5 PAM | M4 ag | CHRM1 antagonist
21 | O=C(COC(=O)c1ccc(F)cc1F)Nc1ccc(Cl)cn1 | 1 | -4 | 15 | 2 | 4 | 4 | 5 | 1 | -12
22 | O=C1NC(=O)C(Cc2ccccc2)(c2ccccc2)N1 (stereo not drawn) | -4 | 0 | 22 | 14 | -1 | 3 | -5 | 1 | -20
23 | CC(C)OC(=O)CC(=O)CSc1nc2c(cc1C#N)CCCCCC2 | 2 | -4 | 11 | 2 | 3 | 6 | 1 | 2 | -11
24 | Cc1cccc(/C=N/NC(=O)c2ccc(NC(=O)c3cccc(Cl)c3)cc2)n1 | 0 | -3 | 4 | 6 | 11 | -8 | -2 | 8 | 0
25 | CCN1CCN(CC(=O)c2c(C)n(C)c3ccc(OC)cc23)CC1 | -9 | -5 | 8 | -7 | 2 | -10 | 6 | 1 | -10
26 | O=c1cc(N2CCC3(CC2)OCCO3)[nH]c(=O)n1C1CCCCC1 | -3 | -4 | 4 | 0 | 8 | 3 | -2 | 1 | -3
27 | O=C(O)CC/C(=N\Nc1ccc(S(=O)(=O)N2CCOCC2)cc1[N+](=O)[O-])c1cccs1 | 3 | -3 | 20 | -9 | -1 | -15 | 6 | 0 | -22
28 | Cc1nnc(NC(=O)CSCc2ccccc2)s1 | 2 | -1 | -3 | -1 | 1 | -2 | -3 | 0 | 1
29 | O=C(NCc1ccc(F)cc1)C1CC(=O)N(C2CCCCCCC2)C1 (stereo not drawn) | 1 | -1 | 11 | -4 | 3 | -5 | -3 | 3 | -11
30 | COC(=O)CC(c1ccc(OC)c(OC)c1)c1ccc(OC)c(OC)c1 | -3 | -5 | 10 | 4 | 1 | -3 | 8 | 0 | -11
31 | Cc1cc(O)c(C(C)C)cc1N=Cc1ccccc1[N+](=O)[O-] | 0 | -2 | 3 | 13 | 5 | 0 | 3 | 1 | 5
32 | Clc1ccccc1-c1nn2c(-c3ccncc3)nnc2s1 | 0 | -12 | -3 | 4 | / | 3 | -8 | 5 | 1

Three of these compounds, set out differently:
3	Fc1ccccc1-c1nc(-c2ccncc2)no1
  CHRM5 agonist: -7	CHRM1 agonist: -2	M1 PAM: 12	M5 antag: 4	TAAR1 agonist: 7	M4 antag: -18	CHRM5 PAM: -5	M4 ag: 1	CHRM1 antagonist: -17
4	CC(C)(C)OC(=O)C[C@H]1C/C=C\C[C@@H](CC(=O)N(CCO)Cc2ccccc2)C(=O)N[C@H](C(C)(C)C)COC1=O
  CHRM5 agonist: 1	CHRM1 agonist: -1	M1 PAM: 4	M5 antag: 3	TAAR1 agonist: 3	M4 antag: -4	CHRM5 PAM: -4	M4 ag: 2	CHRM1 antagonist: 10
5	CC(=O)N1c2ccc(S(=O)(=O)NCCC(=O)NCCc3ccc(Cl)cc3)cc2CC1C (stereo not drawn)
  CHRM5 agonist: -3	CHRM1 agonist: 0	M1 PAM: -15	M5 antag: 3	TAAR1 agonist: 4	M4 antag: 2	CHRM5 PAM: -10	M4 ag: 10	CHRM1 antagonist: 27

Screening results (PubChem BioAssay)
